# Assay outcomes: PubChem BioAssay, National Center for Advancing Translational Sciences (NCATS)
# BLM inh: blocks DNA unwinding by human BLM helicase; AID 2528; Potency, µM (top dose mostly 56.1 µM), for inactives: at the top dose activity change, negative = inhibition, hits mostly inhibitors; recombinant BLM DNA unwinding, fluorescence dequenching; 350,000 tested, 0.2% active;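 further: plate controls were vehicle for no effect and no enzyme for full effect; nearly all actives have a fitted effect of over 35% in size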
# Pol iota inh: inhibitors of human DNA polymerase iota. Potency, µM (doses to about 115 µM), for inactives: at the top dose activity, negative = inhibition, most hits filed as inhibitors. 390,000 tested, 1% active. Q9UNA4. Pol iota fluorescent replication assay, 10 min
# Target sequence (Q9UNA4 whole entry, looked up): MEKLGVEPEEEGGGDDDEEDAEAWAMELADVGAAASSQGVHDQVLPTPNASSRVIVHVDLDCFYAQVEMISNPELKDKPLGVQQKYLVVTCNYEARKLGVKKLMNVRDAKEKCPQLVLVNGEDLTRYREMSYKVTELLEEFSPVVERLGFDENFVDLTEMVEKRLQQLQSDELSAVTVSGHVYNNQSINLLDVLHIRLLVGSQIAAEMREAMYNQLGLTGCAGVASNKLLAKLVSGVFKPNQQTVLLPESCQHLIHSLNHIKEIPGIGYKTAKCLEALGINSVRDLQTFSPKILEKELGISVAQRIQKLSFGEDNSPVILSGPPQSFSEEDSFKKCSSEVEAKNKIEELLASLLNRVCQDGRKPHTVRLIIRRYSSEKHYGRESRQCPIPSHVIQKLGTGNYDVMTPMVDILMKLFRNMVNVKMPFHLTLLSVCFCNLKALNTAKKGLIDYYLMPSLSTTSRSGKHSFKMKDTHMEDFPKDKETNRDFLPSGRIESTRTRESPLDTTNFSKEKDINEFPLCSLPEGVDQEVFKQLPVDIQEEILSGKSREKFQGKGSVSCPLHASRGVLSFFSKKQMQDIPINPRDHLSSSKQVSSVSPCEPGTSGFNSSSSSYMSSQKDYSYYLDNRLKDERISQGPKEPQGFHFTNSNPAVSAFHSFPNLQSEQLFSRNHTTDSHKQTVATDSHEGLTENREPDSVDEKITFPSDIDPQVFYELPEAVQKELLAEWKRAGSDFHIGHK
#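 Pol iota at 10 nM preincubated 15 min with compounds at room temperature; reaction started with fluorescent substrate, 50 nM final. Fluorescence read kinetically at 0 and 10 min; buffer-only wells as negative control.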
# HP1b chromo inh: HP1-beta chromodomain-methylated histone interaction inhibition; P83916; AlphaScreen HP1-beta / biotin-H3K9me3 peptide binding; Potency, µM (doses to about 114 µM), for the others: top-dose activity change, negative = inhibition, usual class: inhibitors; 390,000 tested, 0.56% active; AID 540317; further: nearly all actives have a fitted effect of over 70% in size; inactives centre near 23
# Target sequence (P83916 whole entry, looked up): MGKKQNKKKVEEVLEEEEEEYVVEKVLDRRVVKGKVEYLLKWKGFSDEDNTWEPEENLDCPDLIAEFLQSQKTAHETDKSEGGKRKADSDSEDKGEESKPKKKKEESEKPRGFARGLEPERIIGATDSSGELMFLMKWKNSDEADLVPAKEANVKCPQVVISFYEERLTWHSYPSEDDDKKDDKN
#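 HP1-beta protein (50 nM final) preincubated 30 min at room temperature with biotinylated H3(1-18)K9me3 peptide (50 nM) in PBS pH 7.4, 0.01% Tween-20, then compound added for 30 min. AlphaScreen streptavidin donor/nickel chelate acceptor beads (10 ug/mL final), 30 min dark, luminescence read.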
# PGK inhibitor: T. brucei PGK inhibition | P07378 | PGK/GAPDH coupled, Kinase-Glo luminescence, 60 min | Potency, µM (titrated, usually from 57.5 µM), for the others: at the top dose activity change, negative = inhibition, usual class: inhibitors | 380,000 tested, 0.043% active | AID 602233; further: on the % scale 0 is the no-effect control and ±100 the full control effect; nearly all actives have a fitted effect of over 60% in size
#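 Recombinant glycosomal PGK reaction used 1,3-bisphosphoglycerate generated in-well by GAPDH (100nM final) in 100mM TEA pH 7.6, 5mM MgCl2, 0.01% Tween-20. After 60 minutes at room temperature, ATP was read by Kinase-Glo Plus luminescence end-point.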
# JMJD2A Tudor inh: JMJD2A Tudor domain (human) inhibition | O75164 | AlphaScreen JMJD2A-Tudor / H3K4me3 peptide binding | Potency, µM (titrated, usually from 114 µM), for the others: top-dose activity change, negative = inhibition, usual class: inhibitors | 390,000 tested, 4.4% active | AID 504339; further: on the % scale 0 is the no-effect control and ±100 the full control effect; nearly all actives have a fitted effect of over 50% in size
# Pin1 inh: human Pin1 inhibition; Q13526; Pin1 FP peptide displacement, HiFluor488, 10 min; Potency, µM (titrated, usually from 115 µM), for the others: top-dose activity, negative = inhibition, hits mostly inhibitors; 390,000 tested, 0.009% active; active means well fitted inhibition curve with a large enough effect in the polarisation, with a control signal flat, not every such curve was filed as active; inconclusive means small, poorly fitted or top-dose-only effect, or effect the other way, or a change in a side signal; inactive means no such curve, though single readings can be large or run the other way; the % refers to the polarisation; further: on the % scale 0 is the no-effect control and ±100 the full control effect
# Target sequence (Q13526 whole entry, looked up): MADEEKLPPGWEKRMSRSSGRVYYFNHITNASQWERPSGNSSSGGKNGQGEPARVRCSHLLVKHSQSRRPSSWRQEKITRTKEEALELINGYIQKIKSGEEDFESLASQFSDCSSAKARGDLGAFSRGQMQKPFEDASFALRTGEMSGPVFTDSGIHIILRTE
# GLS inh: inhibitors of human glutaminase (GLS). O94925. GLS enzymatic activity, qHTS titration. Potency, µM (top dose mostly 45.5 µM), for the others: at the top dose activity change, negative = inhibition, hits mostly inhibitors. 410,000 tested, 0.21% active; further: on the % scale 0 is the no-effect control and ±100 the full control effect
#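 Two-point fluorescence kinetic (t0, 30 min RT) for hKGA; glutamate detected via glutamate oxidase–HRP–Amplex Red. Substrate: 1 mM L-glutamine solution; buffer 45 mM KH2PO4, pH 8.2.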
# G9a inh: blocks human histone lysine methyltransferase G9a; 350,000 tested, 8.8% active; G9a H3K9 monomethylation, AlphaScreen, 2 h; Potency, µM (top dose mostly 102 µM), for inactives: top-dose activity, negative = inhibition, most hits filed as inhibitors; further: on the % scale 0 is the no-effect control and ±100 the full control effect; nearly all actives have a fitted effect of over 75% in size
#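 Readings reflect AlphaScreen signal from monomethyl-H3K9 antibody detection. HMT at 20 nM; substrate b-H3K9 500 nM; cofactor SAM 20 uM; 2 h RT reaction; compounds tested as titrations in qHTS with 15 min preincubation.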
# BAZ2B inh: blocks human BAZ2B | Potency, µM (doses to about 114 µM), for the others: at the highest dose activity change, negative = inhibition, hits mostly inhibitors | AID 504333 | AlphaScreen BAZ2B-H3K14Ac peptide displacement | Q9UIF8 | 360,000 tested, 4.4% active; further: on the % scale 0 is the no-effect control and ±100 the full control effect; nearly all actives have a fitted effect of over 60% in size
#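 AlphaScreen displacement: compounds (up to 110uM) incubated 30 min at room temperature with a preformed 50 nM BAZ2B/50 nM biotinylated H3K14Ac peptide complex in PBS pH 7.4 with Tween-20. Donor and acceptor beads at 10 ug/mL final added, 20 min light-protected before reading.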
# The depositor's hits bear a star; i = inactive; ? = inconclusive; / = not tested or not shown; & = joins results of further samples; [ ] = another dose, or the depositor's remark. Unless noted, the call rests on the fitted dose curve; in most records, active means well fitted curve in the direction sought with a large enough effect; inconclusive means small, poorly fitted or top-dose-only effect, or another doubt; inactive means no such curve, though single readings can be large; an effect the other way counts as inactive or inconclusive. Potency means the concentration at half of the fitted maximal effect.
[1] Cc1ccccc1SCC(=O)NNC(=O)c1ccccc1O
[2] CCOc1ccc(Nc2c(S(=O)(=O)c3ccc(Cl)cc3)cnc3ccc(OCC)cc23)cc1
[3] CNC(=S)NCc1ccc2[nH]c(C)cc2c1
[4] O=C(CN1C(=O)c2ccccc2S1(=O)=O)c1ccccc1
[5] COc1ccccc1N1C(=O)[C@@H]2[C@H](C1=O)[C@H](C(=O)c1ccc(OC(C)=O)cc1)N1N=CC=C[C@@H]21
Screen / compound no.	1	2	3	4	5
BLM inh	-2%	-6%	3%	-3%	-4%
Pol iota inh	-4%	15%	25%	7%	145%[activator]
HP1b chromo inh	40%[activator]	43%[activator]	-6%	23%	22%
PGK inhibitor	4%	-10%	-1%	-2%	-4%
JMJD2A Tudor inh	-17%	-5%	?	-10%	-32%
Pin1 inh	2%	15%	-1%	-5%	20%
GLS inh	53%[activator]	-4%	1%	5%	10%
G9a inh	42%	-9%[59 µM]	-26%	5%[12.7 µM]	5µM*
BAZ2B inh	-23%	-23%	/	13%	-31%

[6] CCOC(=O)c1cnn(-c2ccccc2)c1NC(=O)c1ccc(C)cc1
[7] Cc1nnsc1C(=O)Nc1ccc(Cl)cc1Cl
[8] CC1Cc2ccccc2N1C(=O)CSc1nn2c(=O)c(C(C)(C)C)nnc2s1 (stereo unspecified)
[9] Cc1cccc(N2C(=O)c3ccc(C(=O)Nc4cccc(C(=O)O)c4)cc3C2=O)c1
[10] CC1C=CCC2C(=O)N(c3cccc(C(=O)N4CCCCCC4)c3)C(=O)C12 (stereo unspecified)
Screen / compound no.	6	7	8	9	10
BLM inh	0%	-1%	-2%	-4%	/
Pol iota inh	74%[activator]	11%	21%	-19%	9%
HP1b chromo inh	17%	31%	30%	29%	12%
PGK inhibitor	-4%	-7%	3%	-7%	-12%
JMJD2A Tudor inh	-9%	-6%	-27%	3%	-10%
Pin1 inh	3%	2%	3%	-9%	3%
GLS inh	-1%	-2%	4%	-6%	1%
G9a inh	11%	1%	?	-31%	/
BAZ2B inh	12%	-6%	-33%	?	/

[11] Cc1nn(C(C)C(=O)NCCCN2CCCCCC2)c(=O)c2cc3sccc3n12 (stereo unspecified)
[12] COc1cc(OC)cc(C(=O)NC(c2ccccc2)c2ccccc2)c1
[13] COC(=O)C(CC(C)C)Oc1ccc2c(C)cc(=O)oc2c1 (stereo unspecified)
[14] Cc1cc(C(F)(F)F)nn1-c1nc(-c2ccccc2)cc(C(F)(F)F)n1
[15] CCN1CCN(CCCNC(=O)c2ccc3c(c2)NC(=O)/C(=C\c2cccc(C)c2)S3)CC1
Screen / compound no.	11	12	13	14	15
BLM inh	-3%	-1%	0%	-12%	25%
Pol iota inh	?	3%	1%	20%	5%
HP1b chromo inh	25%	39%	40%[activator]	58%[activator]	15%
PGK inhibitor	3%	i	-4%	11%	-10%
JMJD2A Tudor inh	-27%	-11%	4%	25%	?
Pin1 inh	8%	-5%	2%	-1%	4%
GLS inh	7%	-2%	-1%	1%	1%
G9a inh	/	13%	-4%[12.7 µM]	64%[activator][59 µM]	35µM*
BAZ2B inh	-7%	8%	4%	57%[activator]	?

[16] C=C(C)C1CC=C(C)/C(=N/NC(=S)Nc2ccccc2)C1 (stereo unspecified)
[17] O=C(OCc1c(F)cccc1Cl)c1cccnc1Cl
[18] NNC(=O)c1ccc(Cn2cc(Br)c(N)n2)cc1
[19] CCOc1ccc(NC(=O)CN(C)C(=O)c2ccc(N3CCCCC3)c([N+](=O)[O-])c2)cc1OCC
[20] COc1ccc2c(CNCc3ccccc3OC)c(C(=O)O)n(Cc3ccc(F)cc3Cl)c2c1
Screen / compound no.	16	17	18	19	20
BLM inh	-5%	-2%	-1%	/	-3%
Pol iota inh	5%	38%[activator]	5%[58.9 µM]	76%[activator]	0%
HP1b chromo inh	-15%	42%[activator]	10%	-32%	14%
PGK inhibitor	1%	i	-5%	17%	-4%
JMJD2A Tudor inh	-3%	34%	-4%	?	-29%
Pin1 inh	-1%	-5%	1%	1%	-12%
GLS inh	13%	1%	-13%	-3%	-1%
G9a inh	-13%[59 µM]	56%[activator]	/	50µM*	0%[59 µM]
BAZ2B inh	-5%	36%	0%	?	-13%

[21] Cc1cc(C)c2nc(-c3ccco3)cc(C(=O)O)c2c1
[22] CCC(C)(C)NC(=O)Cn1c(-c2ccccc2)cc(C(C)=O)c1C
[23] CN(Cc1ccccc1)S(=O)(=O)c1nnc(NC(=O)c2ccccc2F)s1
[24] COc1ccc(Nc2nc(C)cc(C)n2)cc1Cl
[25] CCOC(=O)c1cnc2scnn2c1=O
Screen / compound no.	21	22	23	24	25
BLM inh	73%[activator]	-9%	-3%	0%	-7%
Pol iota inh	11µM*	27%	2%	15%	20%
HP1b chromo inh	0%	6%	76%[activator]	31%	39%
PGK inhibitor	-20%	-4%	0%	-6%	4%
JMJD2A Tudor inh	-22%	-21%	-10%	-23%	8%
Pin1 inh	?	-2%	6%	3%	3%
GLS inh	11µM*	1%	0%	4%	-2%
G9a inh	10µM*	-10%	-2%	?	1%[59 µM]
BAZ2B inh	40µM*	?	-15%	-35%	11%

# Grouped by structure, the compounds so far with an aryl thioether with sulfur outside any ring.
[1] Cc1ccccc1SCC(=O)NNC(=O)c1ccccc1O
[8] CC1Cc2ccccc2N1C(=O)CSc1nn2c(=O)c(C(C)(C)C)nnc2s1 (stereo unspecified)
Screen / compound no.	1	8
BLM inh	-2%	-2%
Pol iota inh	-4%	21%
HP1b chromo inh	40%[activator]	30%
PGK inhibitor	4%	3%
JMJD2A Tudor inh	-17%	-27%
Pin1 inh	2%	3%
GLS inh	53%[activator]	4%
G9a inh	42%	?
BAZ2B inh	-23%	-33%

# The results go on.
[26] CCC/C(C#Cc1ccsc1)=C1/c2ccccc2C(=O)N1c1ccccc1
[27] CC1(C)CC(=O)C(C=NCCN2CCN(C(=O)c3ccc(Br)cc3)CC2)=C(O)C1
[28] O=C(CCSCc1cccc(Cl)c1)NCCc1ccccc1
[29] CC(=O)c1cc2c(cc1N/C(=N/S(=O)(=O)c1ccc(Br)cc1)c1ccccc1)OCO2
[30] Cc1csc2ncc(C(=O)NCc3ccco3)c(=O)n12
Screen / compound no.	26	27	28	29	30
BLM inh	/	4%	1%	-4%&-7%	-6%
Pol iota inh	?	2%	-11%	10%&-21%	?
HP1b chromo inh	31%	50%[activator]	61%[activator]	50%&-26%	1%
PGK inhibitor	11%	0%	-3%	-11%&-1%	-10%
JMJD2A Tudor inh	-6%	-4%	14%	-7%&-21%	-26%
Pin1 inh	18%	-3%	4%	1%&16%	0%
GLS inh	3%	0%	-2%	0%&-12%	?
G9a inh	/	?	-4%[59 µM]	-27%	?
BAZ2B inh	/	-2%	4%	7%&-4%	-11%

[31] CCOC(=O)c1ccc(NC(=O)c2ccc(NC(=O)c3ccccc3)cc2)cc1
[32] COc1ccc(Nc2c3c(nc4nncn24)CCC3)cc1Cl
[33] Cc1noc(C)c1COc1ccccc1C(=O)N1CCN(S(=O)(=O)c2ccc(F)c(F)c2)CC1
[34] O=C(NC1CC2CCCC(C1)N2C(=O)Nc1ccccc1)c1ccccc1 (stereo unspecified)
[35] CCN1C(=O)c2cccc3c(S(=O)(=O)Nc4ccc(O)c(C(=O)O)c4)ccc1c23
Screen / compound no.	31	32	33	34	35
BLM inh	3%	2%	/	-4%	-3%&-2%
Pol iota inh	10%	9%	12%	8%	20%&-22%
HP1b chromo inh	7%	74%[activator]	16%	23%	17%&10%
PGK inhibitor	-2%	-3%	-3%	0%	-9%&-2%
JMJD2A Tudor inh	-2%	-1%	-7%	1%	-22%&-21%
Pin1 inh	0%	-7%	-12%	2%	-9%&19%
GLS inh	-2%	-4%	4%	-1%	88%&14%[activator]
G9a inh	17%	-35%[59 µM]	/	18%	35%
BAZ2B inh	0%	7%	/	10%	-3%&-13%

[36] CC(=O)Nc1ccc(S(=O)(=O)Nc2nc3c(s2)CCCC3)cc1
[37] CC(=O)N1CCC(C(=O)Nc2ccccc2)(N(Cc2ccccc2)C(=O)c2cccnc2)CC1
[38] C=CCOn1c(=O)c(-c2ccc(C)cc2)[n+]([O-])c2ccccc21
[39] O=C(CSc1nnc(CNC(=O)c2ccco2)o1)Nc1ccc(Cl)cc1
[40] NC1=NC(c2cn(-c3ccccc3)nc2-c2cccs2)n2c(nc3ccccc32)N1 (stereo unspecified)
Screen / compound no.	36	37	38	39	40
BLM inh	-3%	-2%	-4%	-1%	-8%
Pol iota inh	3%	12%	163%[activator]	36%[activator]	8%
HP1b chromo inh	25%	36%[activator]	30%	58%[activator]	5%
PGK inhibitor	-7%	-10%	-2%	-7%	2%
JMJD2A Tudor inh	-14%	-4%	-9%	0%	?
Pin1 inh	-7%	-4%	4%	-1%	?
GLS inh	15%	-2%	-33%	-5%	-1%
G9a inh	?	-41%[59 µM]	3%[2.33 µM]	17%	9%[2.33 µM]
BAZ2B inh	1%	-2%	0%	6%	0%

[41] COc1ccc(NC(=O)C2=CC(c3ccc(OC)c(OC)c3)=NS(=O)(=O)N2C)cc1
[42] COc1cc2c(cc1OC)C(C)N(S(=O)(=O)c1cn(C)cn1)CC2 (stereo unspecified)
[43] COc1ccc2oc(C(=O)NCc3ccccc3CN3CCCC3)c(C)c2c1
[44] S=C1NC[C@H](Cc2ccccc2)N1CCCCC1CCCCC1
[45] CCOC(=O)c1cccc(NC(=O)CCc2nnc3ccc(N4CCN(C)CC4)nn23)c1
[46] COc1ccc(C(=O)CC2(O)C(=O)N(Cc3cccc(C(F)(F)F)c3)c3ccccc32)cc1 (stereo unspecified)
Screen / compound no.	41	42	43	44	45	46
BLM inh	-12%	-3%	/	-12%	-9%	-16%
Pol iota inh	-4%	82%[activator]	30%	26%	28%	17%
HP1b chromo inh	2%	20%	13%	18%	20%	17%
PGK inhibitor	-2%	-1%	2%	-5%	-10%	0%
JMJD2A Tudor inh	?	-14%	-24%	-27%	-32%	-22%
Pin1 inh	1%	1%	9%	2%	-8%	71%[activator]
GLS inh	-9%	-1%	6%	4%	5%	8%
G9a inh	-137%	3%	1%[59 µM]	21%[59 µM]	9%	-30%[59 µM]
BAZ2B inh	?	4%	-3%	-24%	-2%	?

# Not all compounds are listed. The share of hits here may be higher or lower than overall.
